Compound activity deposited in PubChem BioAssay by several laboratories.
KCNK3 inh: human KCNK3 channel inhibitors, primary screen, CHO cells, FluxOR thallium flux, B-score; Potassium channel subfamily K member 3 (Homo sapiens), O14649; FluxOR fluorescence; stronger effect = lower value; B-score at 10 µM; actives 0.84% (n = 340,000);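 active = B-score under library mean minus 4 SD, starting fluorescence ratio at most library mean plus 5 SD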;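 note: more negative B-score means stronger inhibition of thallium flux through KCNK3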
Target sequence (O14649 whole entry, looked up): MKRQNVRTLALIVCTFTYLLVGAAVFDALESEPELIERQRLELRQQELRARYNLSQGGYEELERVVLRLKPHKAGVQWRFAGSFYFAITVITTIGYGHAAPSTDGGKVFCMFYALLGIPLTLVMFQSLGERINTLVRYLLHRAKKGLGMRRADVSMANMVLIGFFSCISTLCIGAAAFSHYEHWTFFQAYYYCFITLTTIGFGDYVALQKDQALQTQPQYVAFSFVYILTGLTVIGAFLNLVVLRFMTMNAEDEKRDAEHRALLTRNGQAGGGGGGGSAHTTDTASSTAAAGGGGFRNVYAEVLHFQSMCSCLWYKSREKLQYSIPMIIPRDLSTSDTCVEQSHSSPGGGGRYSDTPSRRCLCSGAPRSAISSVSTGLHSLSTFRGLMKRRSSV
HDAC3 inhib: HDAC3 deacetylase inhibitors, primary screen, biochemical, fluorescence, cell-free homogeneous; Histone deacetylase 3 (Homo sapiens), O15379; recombinant HDAC3, fluorogenic peptide/trypsin coupled; inhibition, % at 8.3 µM; actives 0.15% (n = 320,000); in the data active = inhibition above about 26%, passing the limit was not always enough; inconclusive = no clear call, values can overlap the other calls
Target sequence (O15379 whole entry, looked up): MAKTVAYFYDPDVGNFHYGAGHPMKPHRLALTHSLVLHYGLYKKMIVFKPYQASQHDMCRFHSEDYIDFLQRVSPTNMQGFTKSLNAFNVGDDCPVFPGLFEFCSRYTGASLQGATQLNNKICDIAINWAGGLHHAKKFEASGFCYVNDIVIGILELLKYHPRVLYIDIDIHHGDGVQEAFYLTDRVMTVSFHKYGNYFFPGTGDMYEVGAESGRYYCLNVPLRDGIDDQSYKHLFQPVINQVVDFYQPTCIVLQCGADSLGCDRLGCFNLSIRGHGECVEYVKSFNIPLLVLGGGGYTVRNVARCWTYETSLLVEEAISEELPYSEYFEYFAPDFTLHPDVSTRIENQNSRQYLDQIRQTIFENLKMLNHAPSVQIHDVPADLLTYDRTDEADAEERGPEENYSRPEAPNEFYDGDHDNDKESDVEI
TMEM16A act: TMEM16A chloride channel activators or potentiators, primary screen, cell-based, HTS. Anoctamin-1 (Mus musculus), Q8BHY3. HEK293 TMEM16A/YFP-H148Q/I152L, iodide quench fluorescence; stronger effect = lower value. B-score at 10 µM. actives 0.3% (n = 340,000). AID 623877, 2012;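 active = fluorescence-ratio B-score plate-corrected deviation score at least 3 library SD below zero, with starting fluorescence score within 5 deviations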;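 note: channel opened by trigger with iodide after compound preincubation; score built on the fluorescence ratio of max minus min over baseline; more negative score means more quench and so TMEM16A activation or potentiation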
DYRK1A inh: rat Dyrk1A kinase inhibitors, primary screen, biochemical, single point, plate reader; Dual specificity tyrosine-phosphorylation-regulated kinase 1A (Rattus norvegicus), Q63470; ADP-Glo luminescence, NFATc1 peptide; inhibition, % at 12.5 µM; actives 0.43% (n = 310,000); AID 504441, 2011; in the data active = inhibition above about 50%;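 note: plate controls were vehicle with enzyme for no effect and no enzyme for full effect; many of its hits are not listed in these tables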
* = called active by the depositor; i = inactive; ? = inconclusive. Only part of the results is shown; count on the stated rates, not on these rows.

KCNK3 inh | HDAC3 inhib | SMILES | TMEM16A act | DYRK1A inh
i | 6 | CN(CC(=O)N1CCN(Cc2ccccc2)CC1)C(=O)Cc1cccc2ccccc12 | i | -2
i | -5 | O=C(NNC(=O)c1cc(Br)ccc1O)c1csc(N2CCOCC2)n1 | i | 6
i | 2 | CCCN(CC(=O)Nc1ccccc1C)C(=O)C1CCCN(C(=O)c2ccc(Cl)cc2)C1 (stereo not given) | i | 9
i | 1 | Cc1cc(C)c(NC(=O)CNC(=O)CNC(=O)C2CCCCC2)c(C)c1 | i | 11
i | 3 | Cc1cc(C(=O)OCC(=O)NC2CCC(C)CC2)c(C)o1 (stereo not given) | i | -2
i | 1 | CC(=O)c1c(C)[nH]c(C(=O)OCC(=O)NCCCc2ccccc2)c1C | i | 6
i | 1 | Cc1cc(C)n2c(SCC(=O)Nc3cc(S(=O)(=O)N(C)C)ccc3C)nnc2n1 | i | 3
i | 4 | O=C(Cc1cccc(NC(=O)C2CCN(C(=O)c3ccccc3)CC2)c1)Nc1cccc(C(=O)N2CCCC2)c1 | i | 3
i | 4 | NC(=O)c1ccc(C2SCC(=O)N2CCc2ccccc2)cc1 (stereo not given) | i | 0
i | -37 | O=C(NN1C(=O)NC2(CCCCC2)C1=O)c1ccc(-c2ccc(Cl)cc2)o1 | i | -4

Full records, quoted from the list. Order of values: KCNK3 inh	HDAC3 inhib	TMEM16A act	DYRK1A inh
CN(CC(=O)N1CCN(Cc2ccccc2)CC1)C(=O)Cc1cccc2ccccc12 is entered as i	6	i	-2
Cc1cc(C)c(NC(=O)CNC(=O)CNC(=O)C2CCCCC2)c(C)c1 is entered as i	1	i	11
Cc1cc(C)n2c(SCC(=O)Nc3cc(S(=O)(=O)N(C)C)ccc3C)nnc2n1 is entered as i	1	i	3
CC(=O)c1c(C)[nH]c(C(=O)OCC(=O)NCCCc2ccccc2)c1C is entered as i	1	i	6
O=C(Cc1cccc(NC(=O)C2CCN(C(=O)c3ccccc3)CC2)c1)Nc1cccc(C(=O)N2CCCC2)c1 is entered as i	4	i	3

Later entries:
KCNK3 inh | HDAC3 inhib | SMILES | TMEM16A act | DYRK1A inh
i | -5 | O=C(COC(=O)c1cccnc1Cl)Nc1ccc(S(=O)(=O)N2CCOCC2)cc1 | i | -5
i | -5 | O=C(CN1CCN(Cc2ccc3c(c2)OCO3)CC1)Nc1ccc2[nH]c(=O)[nH]c2c1 | i | 2
i | 2 | COc1cc(S(=O)(=O)N2CCOCC2)ccc1NC(=O)COC(=O)/C=C/c1cc(OC)c(OC)c(OC)c1 | i | 1
i | -1 | CN(C)C(=O)OCc1c(-c2ccccc2)ncc2ccccc12 | i | 3
i | 10 | CCN(CC)CCCN=C1N[C@@H](c2cccc(F)c2)C(C(=O)OC)=C(C)N1Cc1ccccc1 | i | -4
i | -4 | Cc1ccc(C)c(NC(=O)CN(C)C(=O)C2CCCC2)c1 | i | -3
i | 7 | CC(C)CNC(=O)/C=C/C=C/CCCC/C=C/c1ccc2c(c1)OCO2 | i | -3
i | 5 | CCC(C)N(C(=O)COC(=O)CSc1ccc(C)c(C)c1)C1CCS(=O)(=O)C1 (stereo not given) | i | 4
i | 7 | COC(=O)c1ccc(COC(=O)CNC(=O)C2CCCCC2)cc1 | i | -1
i | -1 | COCCN(C(=O)CC1CCCC1)c1c(N)n(CC(C)C)c(=O)[nH]c1=O | i | -5
i | -14 | COc1ccc(NC(=O)Cn2nc(C(=O)O)c3ccccc3c2=O)cc1S(=O)(=O)N1CCCCC1 | i | -1
i | -2 | COc1ccc(Cl)cc1NC(=O)CSc1cccc[n+]1[O-] | i | -7
i | 0 | CC(C)(C)OC(=O)C[C@@H]1C/C=C\C[C@@H](CC(=O)NCCO)C(=O)NCCOC1=O | i | 6
i | 30* | C=CCC[C@H](Cc1ccc(F)cc1)C(=O)OC[C@H](C)NC(=O)[C@H](CC=C)CC(=O)N(CCO)Cc1ccccc1 | i | -4
i | -1 | Cc1ccc(C)c(S(=O)(=O)N2CCN(c3nc(-c4cccnc4)nc4ccccc34)CC2)c1 | i | -5
i | -2 | COc1ccc(-c2c(C#Cc3ccsc3)c3cc(-c4ccc5c(c4)OCO5)ccc3n2C)cc1 | i | 4
i | 5 | COc1cc(C(=O)NNC(=O)Cc2cccs2)cc(OC)c1OC | i | -4
i | 0 | COc1cccc(NC(=O)CN(C)C(=O)CCCc2nc3ccccc3c(=O)[nH]2)c1 | i | 5
i | 2 | COc1ccccc1NC(=O)COC(=O)c1cc(C)oc1C | i | -3
i | 1 | O=C(Cc1c[nH]c2ccccc12)NCC(=O)Nc1ccc(F)c(F)c1F | i | -5
i | 1 | O=C(CSc1nnc(-c2ccco2)o1)NCCc1ccccc1 | i | -4
-8.8* | ? | O=C(COC(=O)c1ccncc1)Nc1cccc2ccccc12 | i | -1
i | 4 | CCOc1ccc(NS(=O)(=O)c2ccc(Cl)c(C(=O)N(C)Cc3cccnc3)c2)cc1 | i | 5
i | 0 | Cc1cc(C(=O)O[C@H]2[C@H](C)NS(=O)(=O)[C@H]3C[C@@H]4C=C[C@]23O4)cc([N+](=O)[O-])c1 | i | 2
i | 2 | CCC1CCc2sc(C(=O)NCC3CCCO3)cc2C1 (stereo not given) | i | 4
i | 2 | CC1(C)CC(=O)C=C(c2ccc3ncccc3c2)C1 | i | 38
i | 1 | CC(=O)[C@@]1(O)CCC2C3C=CC4=CC(=O)CC[C@]4(C)C3CC[C@@]21C (stereo not given in full) | i | -4
i | -2 | CC(=O)c1ccc(S(=O)(=O)N2CCN(CCOc3ccccc3)CC2)cc1 | i | 1
i | 20 | O=C(Nc1ccc(N2CCCCC2)c(S(=O)(=O)Nc2ccccc2Cl)c1)c1cccnc1 | i | 0
i | -1 | CN(C(=O)COC(=O)C1COc2ccccc2O1)C1(C#N)CCCCC1 (stereo not given) | i | 0
i | 9 | CCC(C)c1ccc(NC(=O)COC(=O)CCNS(=O)(=O)c2cccs2)cc1 (stereo not given) | i | 0
i | -5 | COc1ccccc1-c1sc2ccccc2c1-c1ccc(Br)nc1 | i | -6
i | 1 | COc1ccc(C(=O)NCCc2ccc(C(F)(F)F)cc2)cc1S(=O)(=O)N1CCOCC1 | i | -4
i | 10 | COc1ccc(NC(=O)CN(C)CC(=O)Nc2ccc(C)c(S(=O)(=O)N3CCCCC3)c2)cc1 | i | -1
i | 2 | O=C(CSc1cc(Cl)ccc1Cl)Nc1ccc(N2CCOCC2)cc1 | i | 0
i | -8 | CC(=O)C[C@H](O)CC(=O)[C@H]1OC(=O)CCCCC/C=C/Cc2ccccc21 | i | 9
i | 2 | COc1ccc(-c2c(-c3ccccc3OC)oc3ccccc23)cn1 | i | -6
i | 1 | O=C(NCC(c1cccs1)N1CCOCC1)c1cc2ccccc2oc1=O (stereo not given) | i | 4
i | -6 | COc1ccc(-c2oc(=O)c3cc(OC)c(OC)cc3c2C#C[C@]2(O)CC[C@H]3[C@@H]4CCc5cc(OC)ccc5[C@H]4CC[C@@]32C)cc1 | i | 3
i | 6 | CC(C)(C)[C@H]1COC(=O)CCC/C=C/C[C@H](CC(=O)NCCO)C(=O)N1 | i | -2
i | -2 | COc1cc(Cl)c(C)cc1NC(=O)CSc1nnc(CN2CCCC2)o1 | i | -3
i | -4 | O=C(COC(=O)c1cccnc1Cl)NC(=O)c1ccc(OC(F)F)cc1 | i | 0
i | 5 | CSc1nc2ccc(NC(=O)c3cccs3)cc2s1 | i | 0
i | -1 | CCOC(=O)C1=CC[C@]2(C)c3c(c4ccccc4n3C)C(=O)C1N2C | i | -2
i | 12 | O=C(COc1ccc(F)cc1Br)NCC1(N2CCOCC2)CCCCC1 | i | 0
i | 2 | O=C(CSc1nc2[nH]c(=O)[nH]c(=O)c2s1)Nc1cccc(F)c1 | i | 5
i | -4 | CC(C)NC(=O)Nc1ccc2c(c1)C(=O)N([C@H](C)CO)C[C@H](C)[C@@H](CN(C)C(=O)Nc1ccccc1)O2 | i | -12
i | -10 | CC(OC(=O)C1CCCC1)C(=O)Nc1ncc(Cl)cc1Cl (stereo not given) | i | -1
i | 0 | NC(=O)c1ccc(NC(=O)COC(=O)CNC(=O)c2sc3ccccc3c2Cl)cc1 | i | 7
i | 0 | COc1ccccc1NS(=O)(=O)c1ccc(C(=O)N2CC(C)OC(C)C2)cc1 (stereo not given) | i | 8

Limited to TMEM16A act, for some of the entries so far:
SMILES,TMEM16A act
CSc1nc2ccc(NC(=O)c3cccs3)cc2s1,i
O=C(COC(=O)c1cccnc1Cl)NC(=O)c1ccc(OC(F)F)cc1,i
O=C(COc1ccc(F)cc1Br)NCC1(N2CCOCC2)CCCCC1,i

Further results
KCNK3 inh | HDAC3 inhib | SMILES | TMEM16A act | DYRK1A inh
i | -4 | CCN1C(=O)[C@H]2[C@@H](c3ccc(-c4cc(C(C)=O)cs4)cc3)N[C@@](Cc3ccccc3)(C(=O)OC)[C@H]2C1=O | i | -1
i | -9 | O=C(COC(=O)CNC(=O)c1cccc(Br)c1)Nc1nnc(-c2ccccc2)o1 | i | 3
i | 0 | CC1c2cccn2CCN1S(=O)(=O)c1ccc(F)cc1 (stereo not given) | i | 0
i | 2 | O=C(COC(=O)C1CCCO1)Nc1nc(-c2ccc(F)cc2)cs1 (stereo not given) | i | 4
i | 3 | Cc1cc(OCC(=O)OCC(=O)NCc2ccc3c(c2)OCO3)ccc1Cl | i | -2
i | 5 | O=C(COC(=O)CCSc1ccccc1)Nc1ccccc1Br | i | -1
i | 4 | CCOC(=O)C1=C(COC(=O)CCc2ccccc2)NC(=O)NC1C (stereo not given) | i | 10
i | ? | Cc1ccc(C(=O)N[C@H](C(=O)NC2CCCCCCC2)C(C)C)cc1 | i | -3
i | 5 | CCOCc1c(C(=O)NCc2ccccc2CN2CCCC2)oc2ccccc12 | i | -2
i | -9 | COc1ccccc1NC(=O)c1ccc(NC(=O)COC(=O)c2cncc(Br)c2)cc1 | i | 4
i | 5 | Cc1cc(Br)c(NC(=O)C(C)Sc2nnnn2C)c(Br)c1 (stereo not given) | i | 2
i | 2 | Cc1cc(Br)c(OCc2ccc(C(=O)N/N=C/c3ccc[nH]3)cc2)c(Br)c1 | i | -5
i | -1 | Cc1noc(C)c1C(=O)OCC(=O)Nc1ccccc1SCC#N | i | 1
i | -3 | CN(C(=O)c1cccc(NC(=O)C2CCN(C(=O)OC(C)(C)C)CC2)c1)C1CCC1 | i | 1
i | 4 | COc1cc(NC(=O)COC(=O)CC2CC3CCC2C3)cc(OC)c1 (stereo not given) | i | 5
i | 7 | O=C(COC(=O)/C=C/c1ccc(Br)o1)Nc1cccc(S(=O)(=O)N2CCOCC2)c1 | i | -5
i | -1 | Cc1ccc(NC(=O)CSc2nc(N)cc(=O)[nH]2)cc1S(=O)(=O)N1CCCCCC1 | i | -7
i | -5 | COC(=O)[C@@]12CCCN1[C@H](c1ccc(-c3ccccc3)c(OC)c1)[C@H]1C(=O)N(C)C(=O)[C@H]12 | i | 1
i | 12 | Cn1c(N)c(C(=O)COC(=O)/C=C/c2cccc(C(F)(F)F)c2)c(=O)n(C)c1=O | i | -3
i | -4 | CC(=O)O[C@H]1[C@@H](O)[C@H](O)[C@H](Oc2c(O)c(C)c3c4c2[C@@H](C)CC[C@@H]4[C@@H](C)C[C@H]3C=C(C)C)O[C@H]1C | i | 3
i | 0 | N#CCCN(C(=O)COC(=O)CCNS(=O)(=O)c1ccccc1)c1ccccc1 | i | -1
i | -11 | CCCCNc1c(-c2cccc(Sc3ccc(OC)cc3)c2)nc2ccccn12 | i | 4
i | 8 | Cc1noc(C)c1S(=O)(=O)N(C)C[C@H]1Oc2c(NC(=O)NC(C)C)cccc2C(=O)N([C@H](C)CO)C[C@@H]1C | i | 6
i | -6 | CCNC(=S)N1CCN(S(=O)(=O)c2ccc(Cl)s2)CC1 | i | -1
i | 5 | CC1(c2ccc(Cl)cc2)NC(=O)N(CC(=O)N2CCc3ccccc32)C1=O (stereo not given) | i | -7
i | 0 | NNC(=O)c1cc(NS(=O)(=O)c2cccs2)cc(NS(=O)(=O)c2cccs2)c1 | i | -6
i | -6 | Cc1ccsc1C(=O)OCC(=O)NCc1ccc(Cl)cc1 | i | 2
i | -3 | CC(C)CCN1CCC(C)(NC(=O)c2ccccc2)C1=O (stereo not given) | i | 12
i | -2 | O=C(CN1C(=O)NC2(CCCC2)C1=O)Nc1cc(C(F)(F)F)ccc1N1CCOCC1 | i | -4
i | 0 | CCCCn1c(N)c(N(CC)C(=O)C2=NN(c3ccccc3)C(=O)CC2)c(=O)[nH]c1=O | i | -6
i | 6 | CCN(CC(=O)NCc1cccs1)C(=O)c1cc(=O)[nH]c2ccccc12 | i | -3
i | -6 | COc1ccc(-c2coc3cc(O[C@@H]4O[C@H](CO)[C@@H](O)[C@H](O)[C@H]4O)ccc3c2=O)cc1 | i | 5
i | 7 | CCOc1ccc(Cl)cc1C1=CC(=O)C[C@H](c2ccc(OC)cc2)C1 | i | -4
i | 0 | O=C(CN1c2cccc3cccc(c23)S1(=O)=O)NCc1ccc(F)cc1 | i | -2
i | -4 | Cc1ccc(C(=O)COC(=O)c2cccc([N+](=O)[O-])c2)s1 | i | -1
